T cell HTS: modulators of CD8 T cell-vesicle binding, primary screen, mouse 2C CD8+ T cells, flow cytometry | 2C CD8+ T cell-vesicle binding; stronger effect = lower value | calls only at 7 µM | actives 0.068% (n = 330,000) | AID 2052, 2009;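 active = response, share of CD8 T cells binding vesicles, and their 90th percentile fluorescence all below set limits, cut at about 80% in these data, passing the limit was not always enough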
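Assay system: 2C TCR transgenic mouse naive CD8+ T cells, MACS-purified | Read-out: CD8+ gate FL2 mean fluorescence as % of same-row positive control | Signal: High-throughput flow cytometry with anti-B7-1 and anti-CD8 staining | Timing: Binding step 1.5 h, 37 °C, antibody labelling 20 min, ice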
P. falciparum M1AAP: P. falciparum M1AAP inhibitors, biochemical, fluorogenic H-Leu-NHMec substrate, 1536-well (AID 1445). Aminopeptidase N (Plasmodium falciparum (isolate 3D7)). recombinant M1AAP, H-Leu-NHMec fluorogenic kinetic assay; higher % means a stronger effect. inhibition, % at 30 µM, or IC50 in µM where a hit was titrated. actives 0.42% (n = 220,000);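 active = primary inhibition above the hit cutoff, then over 50% inhibition at one or more dose response concentrations, cut at about 23% in these data, passing the limit was not always enough; inconclusive = conflicting primary data, or primary hits not chosen for dose response; inactive = low primary inhibition, or under 50% at every dose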;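 note: plate controls were DMSO full reaction for no effect and no enzyme background for full effect; strong numbers were not always called active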
b-catenin transl: modulators of beta-catenin nuclear translocation, primary screen, imaging, HeLa cells, immunofluorescence, high-content. nuclear translocation activity, % at 5 µM. actives 0.3% (n = 190,000);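 active = nuclear translocation activity above 50% at 5 µM, with a well cell count of 50 or more; inconclusive = wells under 50 cells across six images, flagged as toxic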;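 note: per-cell ratio of nuclear to cytoplasmic median beta-catenin stain intensity; plate controls were DMSO negative control for no effect and GSK-3 inhibitor IX positive control for full effect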
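Assay system: human HeLa cells, native beta-catenin; doses: 5 µM primary, 0.02–20 µM confirmation; incubation: compound treatment 24 h, 37°C, 5% CO2; technique: fluorescence imaging of beta-catenin antibody stain plus DAPI; measure: % activation, nuclear-to-cytoplasmic median beta-catenin signal ratio per cell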
Autophagy mod: autophagy modulators in MEF cells, primary screen, imaging, high-content, MEF GFP-LC3 | AID 463193, 2010 | calls only at 10 µM (by protocol) | actives 0.98% (n = 190,000) | MEF GFP-LC3 puncta imaging; test concentration mostly 10 µM;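 active = percentage of spot-positive cells more than 3 SD above its plate mean, without a fluorescence outlier flag or 80% toxicity; inconclusive = no clear call, values can overlap the other calls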;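 note: spot-positive cell cutoff set from DMSO-treated cells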
M17LAP inhibition: P. falciparum M17LAP inhibitors, primary screen, biochemical, fluorogenic H-Leu-NHMec substrate, 1536-well (AID 1619); recombinant M17LAP, H-Leu-NHMec fluorogenic kinetic assay; higher % means a stronger effect; one-dose inhibition, % at 30 µM; IC50 in µM for titrated hits; actives 0.38% (n = 220,000);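 active = compound inhibiting the enzyme by more than half at any dose during confirmatory dose-response retesting; inconclusive = strong single-dose inhibitors picked by rank but not retested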;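 note: plate controls were full reaction with DMSO carrier for no effect and no enzyme background for full effect; strong numbers were not always called active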
WT yeast gro inh: growth inhibition of WT strain, primary screen, mitochondrial fusion inhibitor project, WT and mutant strains, chemical genetic. mitochondrial fusion phenotypic screen. inhibition, % at 10 µM. actives 2.1% (n = 190,000). AID 1362, 2008; in the data active = inhibition above about 58%; tested in S. cerevisiae
MT stabilizer: microtubule stabilizers in HeLa cells, primary screen, imaging, high-content imaging | HeLa tubulin immunostaining HCS, 24 h; share of cells brighter than vehicle mean+2SD | % tubulin-high responders, % at 10 µM | actives 0.83% (n = 200,000) | AID 2205, 2009;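 active = plate Z-score above 3 for both tubulin-high and condensed-nucleus cell shares, with cell loss under 80%, at 10 µM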;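 note: anti alpha tubulin signal scored within the nucleus-defined area of each cell; some results filed as inactive read as strong as hits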
Yfh1-off respiration: enhancers of respiration in Yfh1-depleted yeast, dose response, Friedreich's ataxia, plus single-dose screen (AID 1465); S. cerevisiae Yfh1-off respiration, WST-1 reduction, 72 h; higher fold induction means a stronger effect; one-dose fold induction at 50 µM; EC50 in µM for titrated hits; actives 0.074% (n = 220,000);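 active = fold induction of absorbance versus untreated yeast above a set limit, then at least 30% activation at any dose in follow-up; inconclusive = repeats straddling the limit, or above it without dose testing; inactive = fold induction below the set limit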;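 note: activators that raise dye reduction in frataxin-depleted yeast; strong numbers were not always called active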
Dynein transport: inhibitors of GR-EGFP nuclear translocation, primary screen, dynein cargo transport inhibitor project, imaging, high-content, 3617.4 mouse cells; test concentration mostly 20 µM; stimulated with dexamethasone, 1 µM; stronger effect = lower value; actives 0.47% (n = 220,000); z-score, hits read low;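 active = plate z-score of nuclear minus cytoplasmic receptor signal below a set negative limit, without overly bright fluorescence or cell loss, cut at about -3.5 in these data, passing the limit was not always enough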;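 note: z-score of nuclear minus cytoplasmic ring GR-EGFP intensity difference per well; some compounds called inactive have numbers as strong as hits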
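medium = tetracycline-free induction medium containing charcoal-stripped FBS | probe or stimulus = dexamethasone, 1.0 µM final | timing = 48 h induction, then 1 h compound, then 30 min agonist, 37 °C | detection = automated 10x imaging of fixed Hoechst-stained cells | read-out basis = nuclear versus cytoplasmic GR-EGFP signal, averaged per well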
WT yeast gro inh mutant strain: recorded beside WT yeast gro inh, whose call it bears; inhibition, %; mitochondrial fusion phenotypic screen, mutant strain inhibition
Dynein transport cytoplasmic EGFP: further read-out of Dynein transport, marked with its call; z-score; measured here: cytoplasmic GR-EGFP intensity; stronger effect = higher value
Dynein transport nuclear GR-EGFP: further read-out of Dynein transport, marked with its call; z-score; measured here: nuclear GR-EGFP intensity;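 lower value marks the stronger effect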
Dynein transport cell count: recorded beside Dynein transport, whose call it bears; z-score; measured here: cell count per field
b-catenin transl cell count 5 µM: also measured in b-catenin transl; calls as there; cell count; measured here: cell count, cytotoxicity flag
T cell HTS vesicle-bound %: second read-out of T cell HTS, no call of its own (marks repeat the call); double positive events, %; measured here: CD8+ vesicle-bound cell fraction;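 binding gate set so that unloaded-vesicle control wells show 10% double positive cells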
MT stabilizer Hoechst-high %: recorded beside MT stabilizer, whose call it bears; % Hoechst-high responders; measured here: nuclear condensation Hoechst responders;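 share of cells brighter than vehicle mean plus two SD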
MT stabilizer cytotoxicity %: recorded beside MT stabilizer, whose call it bears; toxicity, %; measured here: cytotoxicity by cell density;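 0% = mean cell density of plate MIN control wells and 100% = no cells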
Autophagy mod cell loss 18 h: second read-out of Autophagy mod, no call of its own (marks repeat the call); toxicity, %; measured here: cell loss, nuclei count;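 cell loss after 18 h compound exposure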
Active calls of the source: *; i = inactive; ? = inconclusive; · = not tested or not shown; + = active, no number.

Order of results: T cell HTS	T cell HTS vesicle-bound %	P. falciparum M1AAP	b-catenin transl	b-catenin transl cell count 5 µM	Autophagy mod	Autophagy mod cell loss 18 h	M17LAP inhibition	WT yeast gro inh	WT yeast gro inh mutant strain	MT stabilizer	MT stabilizer Hoechst-high %	MT stabilizer cytotoxicity %	Yfh1-off respiration	Dynein transport	Dynein transport cytoplasmic EGFP	Dynein transport nuclear GR-EGFP	Dynein transport cell count
> C/C(CCc1ccc2c(c1)OCO2)=N\N=C(/N)SC1CC(=O)N(c2ccc(Cl)cc2)C1=O (stereo unspecified)
    i	18.1	-8.6%	-2.4	1365	i	-31.9	7.8%	65.2*	45.0*	2.6	1.8	7.9	i	0.0244	-0.207	0.551	-0.0235
> Cn1c(SCC(=O)Nc2nccs2)nnc1-c1ccncc1
    i	39.0	8.4%	3.0	1042	i	15.3	0.0%	16.6	13.9	2.4	1.9	11.4	i	-0.39	0.407	-0.168	0.692
> Cc1cc(C(=O)COC(=O)c2ccc(CO)cc2)c(C)n1CC1COc2ccccc2O1 (stereo unspecified)
    i	22.6	5.5%	·	·	i	0.3	-0.4%	18.2	-5.1	1.8	1.8	5.1	i	-0.233	-0.234	0.202	0.431
> Cc1ccc(-c2cc(C(=O)N3CCCc4ccccc43)c3ccccc3n2)cc1
    i	7.8	1.3%	-1.6	1136	i	34.9	-0.3%	-0.2	12.9	2.4	1.6	5.4	i	0.62	-0.14	0.342	0.292
> Cn1c(=O)n(C)c2cc(S(=O)(=O)NCc3ccco3)ccc21
    i	9.6	-3.5%	-10.1	982	i	-10.1	0.1%	-8.2	45.2	4.5	2.7	7.9	i	3	0.00582	2.95	-2.26
> COc1ccc2nc(NC(=O)CSc3nc(C)cc(C)n3)sc2c1
    i	33.4	9.8%	·	·	i	-4.0	3.3%	9.6	15.2	0.9	1.4	15.3	i	2.06	-0.24	1.17	-1.03
> Cn1c(SCC(=O)N/N=C/c2cccs2)nc2ccccc21
    ·	·	2.3%	-1.9	1095	i	-21.1	13.1%	-10.1	-10.6	2.5	1.6	7.8	i	0.694	0.722	0.201	-1.11
> COc1cc(/C=N/NC(=O)c2ccccc2)ccc1OS(=O)(=O)c1ccccc1
    i	61.9	3.6%	·	·	i	0.3	5.1%	22.0	6.1	3.2	3.4	0.7	i	0.0952	-0.233	0.0328	-0.774
> CCOC(=O)c1sc2ncn(/N=C/N(C)C)c(=O)c2c1C
    i	26.6	-3.9%	-1.2	1147	i	1.9	6.2%	-5.2	13.4	2.9	2.3	8.9	i	2.12	-0.022	1.3	-1.39
> Cc1ccc(N2C(=O)c3ccc(C(=O)N4CCN(Cc5ccccc5)CC4)cc3C2=O)cc1
    i	26.3	-4.8%	-0.7	1352	·	·	2.9%	·	·	·	·	·	i	-0.994	-0.261	0.182	0.255
> CC1=CC(=O)N(c2ccc(C)cc2)C1c1ccc(Cl)cc1 (stereo unspecified)
    i	15.7	3.2%	-5.7	495	i	-6.2	5.7%	25.8	8.0	1.6	1.7	6.5	i	-0.825	0.0355	0.141	-0.19
> C=C(C)CNC(=S)N/N=C(\C)c1cccc(NC(C)=O)c1
    ·	·	0.3%	-0.7	1073	i	2.0	7.8%	15.8	-5.5	3.2	1.0	2.9	i	0.787	1.37	0.83	-0.919
> COc1cccc(Oc2ccc(C(F)(F)F)cc2NC(=O)c2cccc(F)c2)c1
    i	5.1	6.1%	-1.7	521	i	6.1	1.6%	33.2	2.5	6.0	1.8	4.3	i	0.611	-0.31	-0.0785	-0.09
> CCN(CCO)c1cc(Cl)nc(SC)n1
    i	26.3	-0.9%	·	·	i	-9.1	-0.9%	-4.1	-7.6	0.8	0.9	11.3	i	-0.633	-0.232	-0.664	1.54
> Cc1c(-c2ccccc2)nc(N)c(C#N)c1-c1cccnc1
    i	17.6	2.4%	1.7	1243	·	·	9.1%	·	·	·	·	·	i	0.151	-0.246	0.385	-0.131
> COc1ccc(OC)c2c(N)c(C#N)c(C(F)(F)C(F)(F)F)nc12
    i	38.7	-0.1%	-0.9	1123	i	-1.4	-10.1%	61.3*	-8.4*	2.1	1.8	10.1	i	-0.69	-0.248	-0.911	1.2
> O=C(/C=C/c1ccc2c(c1)OCO2)NCCSCc1cccc(Cl)c1
    i	50.5	4.4%	0.0	1250	i	-18.4	-3.4%	52.5	31.2	2.3	1.5	6.2	·	0.458	-0.238	-0.177	0.79
> COC(CN(C(=O)CCl)C(C(=O)NC1CCCCC1)c1ccc(C)cc1)OC (stereo unspecified)
    i	25.4	11.2%	2.3	969	i	5.5	-24.0%	9.8	4.5	8.3	2.6	6.3	i	1.66	0.035	2.02	-1.65
> CC(C)(C)c1cc(NC(=O)CSc2nncs2)n(-c2ccccc2)n1
    i	20.7	0.9%	-1.0	967	i	15.2	1.0%	7.3	7.4	2.6	2.4	3.0	i	2.16	-0.27	0.581	-1.08
> O=[N+]([O-])c1ccc(N/N=C/c2cccc(O)c2O)c(S(=O)(=O)N2CCOCC2)c1
    i	42.6	6.4%	1.7	1464	+	16.1*	2.3%	18.5	6.0	5.1	2.6	6.6	i	-0.212	-0.14	0.414	0.0797
> N#CC1=C(N)OC2=C(C(=O)CCC2)C1c1ccc(OC(=O)N2CCOCC2)cc1 (stereo unspecified)
    ·	·	10.3%	-0.2	1082	i	-7.5	-4.0%	22.3	23.5	3.2	2.7	6.9	i	-1.06	-0.196	-0.213	0.814
> Cc1cc(=O)c2cc(Br)ccc2n1CC(=O)NCc1ccccc1
    i	36.0	0.5%	-0.5	1364	·	·	-1.4%	·	·	·	·	·	i	1.31	-0.116	1.23	-1.15
> COc1ccc(-c2c(C)nn3c(N4CCN(Cc5ccccc5)CC4)cc(C)nc23)cc1OC
    i	37.9	-4.9%	·	·	i	2.5	0.7%	15.3	6.2	3.3	3.4	11.9	i	-1.15	-0.186	-0.568	0.533
> Cc1ccccc1C(=O)Nc1cccc(NC(=S)NC(=O)c2cccs2)c1
    i	37.1	9.1%	0.3	1421	i	5.1	0.8%	12.9	-6.3	2.4	1.6	0.4	?	1.25	-0.155	0.944	-1.55
> CC(=O)Cc1nsc(NC(=O)c2ccc(-c3cc(C(F)(F)F)ccc3Cl)o2)n1
    ·	·	5.2%	·	·	i	19.0	4.4%	5.8	0.8	24.1	9.7	20.1	i	2.79	-0.248	1.17	-1.09
> COc1ccc(-c2nc(Cc3ccc(Cl)cc3)no2)cc1OC
    i	57.5	-0.1%	-0.2	1180	i	3.2	7.8%	11.5	-40.2	2.3	2.2	8.3	i	-0.0905	-0.172	0.0903	0.0755
> Cc1ccc(N2C(=O)CC(Sc3ccccc3C(=O)O)C2=O)cc1C (stereo unspecified)
    i	54.4	0.9%	-0.6	1041	i	1.1	-3.4%	-12.5	0.6	5.5	1.4	5.7	i	0.685	-0.262	0.812	-0.286
> O=[N+]([O-])c1ccc(/C=N/n2c(C3CCCCC3)n[nH]c2=S)cc1
    i	35.7	-0.2%	2.4	1344	i	-7.7	4.2%	1.0	12.2	1.2	1.8	0.6	i	0.811	-0.14	0.238	-0.697

Just WT yeast gro inh and b-catenin transl cell count 5 µM, for two of the compounds above:
SMILES,WT yeast gro inh,b-catenin transl cell count 5 µM
Cc1ccc(-c2cc(C(=O)N3CCCc4ccccc43)c3ccccc3n2)cc1,-0.2,1136
Cn1c(=O)n(C)c2cc(S(=O)(=O)NCc3ccco3)ccc21,-8.2,982
